# High-throughput results as filed in PubChem BioAssay.
# PvdQ acylase = P. aeruginosa PvdQ acylase inhibition | actives 0.063% (n = 340,000) | purified PvdQ acylase, fluorescence plate reader | AID 488965 | inhibition, % at 10 µM; in the data active means inhibition above about 30%, passing the limit was not always enough; inconclusive means no clear call, values can overlap the other calls;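 further: 0% = vehicle neutral wells and 100% = reference inhibitor wells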
# HTR5A inv ctr = inverse agonist of human HTR5A in OPRM1-OPRD1 counter-screen; inhibition, % at 9.3 µM; actives 0.083% (n = 340,000); P47898; HTR5A cell line, luminescence, inverse agonism; AID 504634; in the data active means inhibition mostly above about 23%, no sharp cut-off; inactive means mostly below about 18%;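 further: 0% = cells with DMSO and 100% = no-cell wells with DMSO; some compounds called inactive have numbers as strong as hits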
# Target sequence (P47898 whole entry, looked up): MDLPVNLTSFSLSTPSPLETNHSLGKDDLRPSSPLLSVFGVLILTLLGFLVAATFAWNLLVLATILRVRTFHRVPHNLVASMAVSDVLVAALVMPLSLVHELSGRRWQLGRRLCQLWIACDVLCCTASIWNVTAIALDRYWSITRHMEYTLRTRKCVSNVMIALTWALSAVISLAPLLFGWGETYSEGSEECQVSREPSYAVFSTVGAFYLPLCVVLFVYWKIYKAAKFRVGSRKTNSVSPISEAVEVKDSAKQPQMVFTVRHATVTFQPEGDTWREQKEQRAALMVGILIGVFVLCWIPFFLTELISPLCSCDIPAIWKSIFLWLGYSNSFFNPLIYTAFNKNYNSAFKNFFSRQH
# Wnt bcat act = Wnt/beta-catenin pathway activation | Wnt/beta-catenin reporter cell assay, activator, plate reader | activation, % at 9.35 µM | actives 1.2% (n = 300,000) | AID 743398; in the data active means activation above about 30%, passing the limit was not always enough; inconclusive means no clear call, values can overlap the other calls;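 further: 0% = neutral control wells and 100% = positive control wells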
# MITF act = MITF TRPM1 promoter activation in melanoma cells. AID 588334. actives 0.75% (n = 300,000). SK-MEL-5 TRPM1-promoter luciferase, 24 h; % of positive control, neutral wells = 0. activation, % at 12.5 µM;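 active means mean activation of at least 80% with every replicate also reaching 80%; inconclusive means mean reaches 80% but some replicate falls short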;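 further: 0% = neutral control wells and 100% = parthenolide positive control wells; values of inactives mirror those of a sister screen read the other way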
# NSD2 inh = inhibitors of human histone methyltransferase NSD2; O96028; NSD2 peptide methylation, AlphaScreen, 120 min; inhibition, % at 12.5 µM; actives 0.54% (n = 310,000); AID 743445; in the data active means inhibition above about 50%
# V-ATPase pH = yeast V-ATPase proton transport regulation by pHLuorin. response, % at 10 µM. actives 0.37% (n = 350,000). S. cerevisiae, pHLuorin cytosolic pH fluorescence; in the data active means response mostly above about 7.3%, no sharp cut-off; inactive means mostly below about 5.4%; further: actives read high; inactives centre near 0; some compounds called inactive have numbers as strong as hits; reference of the scale not given here
# HTR5A ag ctr = HTR5A agonism, opioid heterodimer counter-screen; HTR5A agonist assay, luminescence, cell-based; activation, % at 9.3 µM; P47898; actives 0.61% (n = 340,000); in the data active means activation mostly above about 9.5%, no sharp cut-off; inactive means mostly below about 7.6%;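 further: 0% = cells with vehicle only and 100% = reference agonist; strong numbers were not always called active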
# SR-BI HDL uptake = inhibitors of mouse SR-BI mediated HDL lipid uptake. Q61009. ldlA[mSR-BI] CHO cells, DiI-HDL uptake fluorescence, 3 h. inhibition, % at 12.5 µM. actives 0.96% (n = 320,000). AID 488896;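 active means mean replicate inhibition of at least 70% and a set share of replicates each scoring 70 or more; inconclusive means meets just one of the two criteria; inactive means fails both criteria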;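 further: 0% = median of neutral control wells and 100% = median of positive control wells; values of inactives mirror those of a sister screen read the other way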
# Target sequence (Q61009 whole entry, looked up): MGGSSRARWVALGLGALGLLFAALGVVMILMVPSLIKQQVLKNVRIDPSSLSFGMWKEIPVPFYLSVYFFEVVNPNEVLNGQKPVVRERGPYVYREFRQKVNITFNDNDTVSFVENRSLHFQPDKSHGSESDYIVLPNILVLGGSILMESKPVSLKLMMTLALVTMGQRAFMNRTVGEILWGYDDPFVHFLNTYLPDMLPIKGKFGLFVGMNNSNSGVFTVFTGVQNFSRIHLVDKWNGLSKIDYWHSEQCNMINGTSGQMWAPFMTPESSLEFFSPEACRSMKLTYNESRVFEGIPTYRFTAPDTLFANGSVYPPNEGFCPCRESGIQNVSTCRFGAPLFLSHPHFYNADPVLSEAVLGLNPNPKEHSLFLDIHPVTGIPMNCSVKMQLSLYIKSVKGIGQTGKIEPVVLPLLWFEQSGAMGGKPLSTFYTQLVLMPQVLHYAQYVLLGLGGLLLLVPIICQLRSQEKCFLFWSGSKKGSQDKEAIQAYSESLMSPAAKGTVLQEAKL
# CDK5 inh = CDK5/p35 (human) kinase inhibition; Q00535+Q15078; Recombinant CDK5/p35, ADP-Glo luminescence, 60 min; inhibition, % at 10 µM; actives 0.01% (n = 330,000); AID 488839;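 active means highest replicate inhibition of at least 50% and at least 75% of replicates reaching 50%; inconclusive means only one of the two criteria met; inactive means both criteria failed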;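 further: plate controls were DMSO neutral control for no effect and GW8510 at 10 µM for full effect; many of its hits are not listed in these tables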
# dFosB act = mouse delta FosB homodimer activation | purified delta FosB, TAMRA-CDK5 oligo fluorescence polarization; percent of positive-control signal above neutral wells | activation, % at 25 µM | actives 0.99% (n = 340,000);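 active means mean activation above about 17%, with every replicate also reaching it, limit read from the data, passing the limit was not always enough; inconclusive means only one of the two conditions met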;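 further: fluorescence polarization rise as delta FosB binds a TAMRA Cdk5 AP-1 oligo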
# * hit, by the source's call; ? = inconclusive; . = no result given; & = joins results of further samples. An unsorted share of the library; overall some 5% were active at least once.
SMILES,PvdQ acylase,HTR5A inv ctr,Wnt bcat act,MITF act,NSD2 inh,V-ATPase pH,HTR5A ag ctr,SR-BI HDL uptake,CDK5 inh,dFosB act
Cc1nn(C)c(C)c1CCC(=O)N1CCCC(C(=O)c2cccc(OC(C)C)c2)C1 (stereo not given),-11,9,3,-1,-2,-1,3,4,.,-6
Cc1cc(C)c(C)c(S(=O)(=O)N2CCN(c3ncnc4sc(C)c(C)c34)CC2)c1C,-14,-15,.,2,.,4,-3,-10,0.3,2
Cn1cccc1/C=N/NC(=O)c1cc2ccccc2cc1O,-2,1,18,23,18,4,0,10,-1.0,-7
COc1ccc(C(NC(=O)c2cccnc2)c2cc(Cl)c3cccnc3c2O)cc1OC (stereo not given),7,-9,.,-18,0,-3,-13,35,-1.8,-9
CNS(=O)(=O)c1ccc(N2CCCC2)c([N+](=O)[O-])c1,-17,16,-2,-5,0,-1,0,.,-3.1,-6
O=C(O)C(=O)Nc1nc(-c2ccc3c(c2)OCCO3)cs1,-16,-9,6,0,1,2,2,-7,-2.6,-1
COC(=O)CCCC1=CC2=C(c3ccccc3)C(=O)C(C)(OC(=O)C3CCCC3)C(=O)C2=CN1C1CCCCC1 (stereo not given),8,-34,2,-10,.,-3,2,-9,2.2,8
Cc1cc(NC(=O)CCC(=O)N(c2ccccc2)C(C(=O)NC2CCCC2)c2ccncc2)no1 (stereo not given),-16,1,-2,-5,-2,-6,1,-20,-1.5,-6
CCN(C(=O)CSc1nc2ccccc2c(=O)n1CCOC)C1CCS(=O)(=O)C1 (stereo not given),-2,12,-1,-4,-2,1,3,-2,0.1,3
COc1ccc(OC)c(NC(=O)C2CCN(S(=O)(=O)c3c(C)noc3C)CC2)c1,3,16,.,-6,-1,5,-5,19,-1.5,-2
O=C(N/N=C/c1c(Cl)cccc1Cl)c1ccc(-n2cnnn2)cc1,-22,-10,-5,6,-4,2,3,44,1.3,?
C=C(C)COc1ccc(-c2ncncc2-c2ccc(Cl)cc2)c(O)c1,2,-7,-2,-11,3,1,2,36,1.5,0
Cc1cccn2c(=O)c3cc(C(=O)N4c5ccccc5CC4C)n(C)c3nc12 (stereo not given),-2,-10,-3,.,-3,-4,1,36,1.5,-2
O=C1CC(Sc2ncccn2)C(=O)N1c1ccccc1C(F)(F)F (stereo not given),-7,-2,2,-10,-3,-2,3,-10,0.7,-2
COc1cc2nc(CC(C)C)n(NC(=O)c3ccccc3Br)c(=O)c2cc1OC,-6,4,-1,.,6,-3,-1,3,-1.0,4
Cc1ccc(C)c(OCCC(=O)OCC(=O)NC2CCS(=O)(=O)C2)c1 (stereo not given),-3,-31,0,-8,-1,0,10,-4,0.3,-1
Cc1c(OCc2ccc(C(=O)O)cc2)ccc2c(-c3ccccc3)cc(=O)oc12,-4,-23,3,-7,2,1,8,13,2.2,-30
N#CCc1ccc(Oc2ncccn2)cc1,-8,5,-1,17,-7,0,-1,-28,0.8,6
O=C(CSCCO)Nc1cccc2ccccc12,-11,8,.,-21,0,2,-3,4,4.0,-6
COc1cccc(CN(C(=O)/C=C/c2ccco2)C2CCS(=O)(=O)C2)c1 (stereo not given),-6,14,-2,7,0,0,-1,-36,-0.2,-16
O=C(Nc1ccon1)c1ccc(Br)o1,-2,14,1,0,-5,-1,2,-7,-0.3,-1
Cc1nccn1CC1CCc2c(c3ccccc3n2C)C1=O (stereo not given),-9&-7,-13&6,-2&0,-9&2,.,5&7,2&4,-16&-28,0.2&0.9,-1&1
CCC(C)(C)n1nnnc1C(c1ccc2ncccc2c1)N1CCN(c2ccc(O)cc2)CC1 (stereo not given),-5,-11,-2,5,29,7,4,-16,1.6,-8
COCCNC(=O)c1cc2c(-c3ccccc3F)nn(C)c2s1,-15,6,.,-13,2,0,9,48,1.3,-36
COc1ccc(-n2c(NCCN(C)C)nc3sc4c(c3c2=O)CCCCC4)cc1,-11,2,-4,1,13,3,3,-25,0.2,-14
COc1ccc(OCC(O)Cn2ccnc2C)cc1 (stereo not given),-7,8,.,0,-1,-18,-3,-27,-0.6,-1
C=CCNC(=O)COc1ccc(N(C)S(=O)(=O)c2ccc(NC(C)=O)cc2)cc1,-8,-11,-1,1,-2,-3,1,-23,1.1,-3
CCOc1ccc(C2CC(=O)NC(SC)=C2C#N)cc1 (stereo not given),-17,6,-2,-2,.,-1,-2,.,-2.8,-2
CS(=O)(=O)N1CCN(c2ccc(NC(=S)NC(=O)c3ccc4c(c3)OCO4)cc2)CC1,7,8,.,-12,2,2,-3,39,-1.7,-9
CCn1ccnc1CN1CCC(n2nccc2NC(=O)CCc2ccccc2)CC1,-2,10,0,2,0,0,2,-9,-0.1,-2
Cc1c(N2C(=O)CSC2c2ccco2)c(=O)n(-c2ccccc2)n1C (stereo not given),-6,-18,-1,-8,0,-1,1,-17,0.8,-4
C/C(CC(=O)Nc1ccc([N+](=O)[O-])cc1)=N\NC(=O)c1ccccc1O,-10,0,0,.,0,2,0,18,0.0,-6
CCCCNc1c(-c2ccc(SC(C)CC)c(OC)c2)nc2ccc(Cl)cn12 (stereo not given),-11,-20,-13,27,.,7,8,62,-1.0,7
CNC(=O)c1[nH]cnc1C(=O)N[C@@H](Cc1ccccc1)C(=O)OC(C)(C)C,-2,-21,-1,-7,.,0,7,2,-0.1,-1
COc1ccc(N2CCN(C(=O)COc3ccc4ccccc4c3)CC2)cc1,3,-22,.,-10,1,0,3,15,-0.5,-6
COC(=O)c1ccc(N=Nc2ccccc2)cc1,-5,16,12,67,.,0,-6,-4,2.1,-3
CC1Cc2cc(/C(O)=C3/C(=O)C(=O)N(CCCn4ccnc4)C3c3cccc([N+](=O)[O-])c3)ccc2O1 (stereo not given),5,2,3,7,11,-3,-5,-12,-0.9,-10
COc1ccc(C(=O)Oc2cccc3cccnc23)cc1[N+](=O)[O-],6,4,11,-7,-3,0,-1,11,-2.2,-3
COc1ccc(OCC(O)CNc2ccc(Br)cc2)cc1 (stereo not given),4,-15,.,0,2,0,6,1,0.7,3
Cc1onc(-c2ccccc2)c1C(=O)N(Cc1ccccc1)C(C)C,-23,11,-2,7,2,-4,-3,-4,1.0,-5
Cc1ccc(NC2=NCC(=O)N2C2CCCC2)cc1,-4,1,0,6,0,0,-1,-4,-0.6,1
O=S(=O)(NC1CCCCC1)c1ccc(S(=O)(=O)N2CCN3CCCC3C2)cc1 (stereo not given),-5,-11,-3,-1,3,1,5,-14,-0.3,1
COc1cccc(CN2CC(C(=O)NCCCn3cccn3)CCC2=O)c1 (stereo not given),-7,-12,-1,17,-1,3,3,12,-0.6,-6
COc1cccc(CCc2nnc(N)s2)c1,-2,-7,1,.,-2,3,2,-18,0.2,6
CC(C)n1c(CSCc2ccc(Cl)cc2Cl)n[nH]c1=S,-14,2,-2,6,0,0,-1,45,-0.4,-11

# Structures listed so far that contain an NH in an aromatic ring, in the order listed:
SMILES,PvdQ acylase,HTR5A inv ctr,Wnt bcat act,MITF act,NSD2 inh,V-ATPase pH,HTR5A ag ctr,SR-BI HDL uptake,CDK5 inh,dFosB act
CNC(=O)c1[nH]cnc1C(=O)N[C@@H](Cc1ccccc1)C(=O)OC(C)(C)C,-2,-21,-1,-7,.,0,7,2,-0.1,-1
CC(C)n1c(CSCc2ccc(Cl)cc2Cl)n[nH]c1=S,-14,2,-2,6,0,0,-1,45,-0.4,-11

# Further compounds:
SMILES,PvdQ acylase,HTR5A inv ctr,Wnt bcat act,MITF act,NSD2 inh,V-ATPase pH,HTR5A ag ctr,SR-BI HDL uptake,CDK5 inh,dFosB act
COc1cc(/C=C/c2nc(N)nc(-c3ccccc3O)n2)cc(OC)c1OC,-8,-36,.,10,2,0,5,16,-3.5,34*
Cc1ccc(-n2ncc(C#N)c2N)cc1,-10,-21,1,.,-4,-2,3,-4,-0.5,0
COCCn1c(SCC(=O)NC2CCCC(C)C2C)nc2ccccc2c1=O (stereo not given),-9,-6,-3,1,39,-2,2,-3,0.0,-1
O=C(C1CCN(S(=O)(=O)c2ccc3c(c2)OCCO3)CC1)N1CCc2ccccc21,-2,-86,.,5,-1,-4,33*,-2,2.3,4
Cc1cc(C(=O)COC(=O)Cn2c(C(F)(F)F)nc3ccccc32)c(C)n1Cc1ccco1,-14,-2,.,15,-1,3,-2,8,-0.8,-5
COc1cc2c(cc1NS(=O)(=O)N1CCCC1)oc1ccccc12,-11,-1,.,-2,9,1,5,56,-0.7,-1
Cc1cccc(C(=O)OCC(=O)c2csc(N3CCCCC3)n2)c1[N+](=O)[O-],2,14,17,7,-1,-4,-4,11,0.2,-2
O=C(CN1CCCC1c1cccs1)Nc1cc(S(=O)(=O)N2CCCCC2)ccc1Cl (stereo not given),-9,13,-2,-9,-1,-2,2,61,0.9,-6
NC(c1ccccc1)c1cccnc1 (stereo not given),-16,-4,-1,.,-1,1,1,-22,1.1,2
COc1ccc(NC(=O)CN(C)C(=O)c2ccc(N3CCCC3)c([N+](=O)[O-])c2)cc1,1,3,-2,-1,36,0,1,4,0.1,-2
CCO[C@@H]1OC(C(=O)N2CCN(Cc3ccc4c(c3)OCO4)CC2)=C[C@H](C2CC2)[C@H]1CCCO,-11,10,-5,-11,.,5,1,55,0.2,-4
Cc1ccc(S(=O)(=O)NCCC(C)C)cc1[N+](=O)[O-],53*,12,8,6,2,-1,2,-1,-0.5,-1
Cn1nc(C(=O)N2CCN(c3ccccc3F)CC2)c2c1-c1ccccc1S(=O)(=O)C2,-3,-9,0,12,4,-2,-2,35,.,-5
O=C(O)CC1S/C(=N\N=C2CCCCCCC2)N(c2ccccc2)C1=O (stereo not given),-10,-8,-1,0,5,2,3,5,-1.5,-1
CCOC(=O)N1CCN(c2cc(=O)n(Cc3ccc(F)cc3)c(=O)[nH]2)CC1,3,4,13,-16,0,9,-2,-4,0.8,-4
COc1cc(Nc2c3ccccc3nc3ccccc23)cc(OC)c1OC,-2,21,-2,-60,17,-2,-6,40,0.2,44*
Cc1ccc2c(c1)[C@@H]1CN(C)CC[C@@H]1N2S(=O)(=O)c1ccc([N+](=O)[O-])cc1,-6,.,-2,-7,6,-6,.,20,-1.3,-2
CCn1c(Cc2c(C)[nH]c3ccccc23)nnc1SCC(=O)NCc1ccco1,-13,-12,.,-6,-1,-2,5,-10,-3.1,-4
CC1CCN(Cc2c(C(=O)N/N=C/c3ccc(OC(C)C)cc3)nnn2-c2nonc2N)CC1,11,-25,-1,3,13,-4,3,.,0.0,-8
COc1ccc(C(=O)NC2CCN(C(=S)Nc3cc(C)ccc3C)CC2)cc1,2,-13,-2,-4,0,1,2,21,-0.4,-9
COc1ccc(NC(=O)CCC(=O)Nc2nnc(C3CCCCC3)s2)c(OC)c1,1,2,-2,10,2,-2,-1,6,-2.3,7
COc1ccc(C2=NN(C(=O)CCC(=O)O)C(c3ccc(OC)c(OC)c3)C2)cc1 (stereo not given),0,-13,1,.,-1,2,3,-33,0.8,-2
CC(c1nc2ccccc2o1)N1C(=O)c2ccccc2C1=O (stereo not given),-12,-10,-2,0,1,2,3,20,-2.7,1
CCOC(=O)c1c(-c2ccccc2)csc1NC(=O)COc1ccc2c(C)cc(=O)oc2c1,-14,-23,15,-15,1,1,-2,39,-0.9,-4
O=[N+]([O-])c1ccccc1OCCNCc1ccccc1,-9,15,2,.,7,4,-4,-4,-1.5,1
CCC1Nc2ncnc(N3CCCCC3)c2N(Cc2ccccc2)C1=O (stereo not given),-10,-10,-2,-1,.,5,0,-16,1.1,-10
